Source: PubChem BioAssay (several laboratories)
P. falciparum M1AAP: P. falciparum M1AAP inhibitors, biochemical, fluorogenic H-Leu-NHMec substrate, 1536-well (AID 1445). recombinant M1AAP, H-Leu-NHMec fluorogenic kinetic assay; higher % means a stronger effect. actives 0.42% (n = 220,000). inhibition, % at 30 µM, or IC50 in µM where a hit was titrated;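 active means primary inhibition above the hit cutoff, then over 50% inhibition at one or more dose response concentrations, cut at about 23% in these data, passing the limit was not always enough; inconclusive means conflicting primary data, or primary hits not chosen for dose response; inactive means low primary inhibition, or under 50% at every dose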;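 further: plate controls were DMSO full reaction for no effect and no enzyme background for full effect; strong numbers were not always called active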
XIAP displacement: XIAP antagonists, biochemical, IAP family, fluorescence polarization (AID 1018). actives 0.007% (n = 200,000). displacement, % at 20 µM, or IC50 in µM where a hit was titrated. E3 ubiquitin-protein ligase XIAP (Homo sapiens). XIAP BIR domain, fluorescence polarization peptide displacement; higher % means a stronger effect; in the data active means displacement above about 50%; further: a part of the inactive calls stands beside numbers as strong as those of hits
ER stress rescue: rescue of cells from ER stress-induced death, primary screen, 384-well, CSM14.1, thapsigargin, ATP luminescence (AID 1222); CSM14.1 thapsigargin-induced death rescue, ATP luminescence; higher % means a stronger effect; 190,000 tested, under 10 active; one-dose cellular ATP content (survival), % at 20 µM; EC50 in µM for titrated hits;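 active means EC50 below 50 µM in the dose-response confirmation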;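 further: death triggered by thapsigargin at about 15 µM added after 2 h compound pretreatment; cell ATP read after overnight thapsigargin exposure of roughly 18 to 22 hours; normalized against plate controls of thapsigargin alone and 5% DMSO vehicle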
PMI inhibitors: inhibitors of human PMI, primary screen, biochemical, fluorescence intensity, coupled assay (AID 1209); purified PMI enzyme, coupled fluorescence intensity; higher % means a stronger effect; inhibition, % at 20 µM; hits with a dose series show IC50 in µM; actives 0.42% (n = 190,000);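 further: plate controls were DMSO vehicle for no effect and wells lacking substrate for full effect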
TNAP activation fold: human TNAP enzyme activators, primary screen, biochemical, luminescent, no phosphate acceptor, uHTS (AID 1001); Alkaline phosphatase, tissue-nonspecific isozyme (Homo sapiens); purified TNAP, luminescent activation assay, no phosphate acceptor; higher activation fold means a stronger effect; activation fold at 20 µM; hits with a dose series show EC50 in µM; actives 0.03% (n = 200,000); in the data active means activation fold from about 3, or a potency from the dose series; inactive means the rest, 99 in 100 with activation fold below about 1.6; further: many of its hits are not listed in these tables
PMI inhibition: human PMI inhibitors, high substrate, primary screen, biochemical, fluorescence intensity, high mannose 6-phosphate (AID 1220) | actives 0.66% (n = 190,000) | one-dose inhibition, % at 20 µM; IC50 in µM for titrated hits | Mannose-6-phosphate isomerase (Homo sapiens) | recombinant PMI enzyme, coupled fluorescence intensity; higher % means a stronger effect
Myeloid diff MLP: induction of myeloid progenitor differentiation, primary screen, cell-based, flow cytometry, MLPCN library. calls only at 10 µM. ER-HoxA9 myeloid progenitors, lysozyme-GFP differentiation. AID 624256, 2012. actives 1% (n = 360,000);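 active means normalized GFP-positive differentiation at or above the plate's own cutoff, the solvent-only control mean plus 3 SD; inconclusive means no clear call, values can overlap the other calls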;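 further: cells exposed to compound for four days before flow analysis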
M17LAP inhibition: P. falciparum M17LAP inhibitors, primary screen, biochemical, fluorogenic H-Leu-NHMec substrate, 1536-well (AID 1619); Leucine aminopeptidase (Plasmodium falciparum (isolate 3D7)); actives 0.38% (n = 220,000); inhibition, % at 30 µM, or IC50 in µM where a hit was titrated; recombinant M17LAP, H-Leu-NHMec fluorogenic kinetic assay; higher % means a stronger effect;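 active means compound inhibiting the enzyme by more than half at any dose during confirmatory dose-response retesting; inconclusive means strong single-dose inhibitors picked by rank but not retested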;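 further: plate controls were full reaction with DMSO carrier for no effect and no enzyme background for full effect; strong numbers were not always called active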
LYP phosphatase: inhibitors of LYP phosphatase, biochemical, fluorescence intensity, uHTS (AID 1779); Tyrosine-protein phosphatase non-receptor type 22 (Homo sapiens); recombinant LYP phosphatase, fluorescence intensity; higher % means a stronger effect; inhibition, % at 11.5 µM, or IC50 in µM where a hit was titrated; actives 0.054% (n = 290,000);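 further: plate controls were vehicle with enzyme for no effect and no enzyme for full effect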
Myeloid diff MLP GFP+ MAC1+ %: second read-out of Myeloid diff MLP, no call of its own (marks repeat the call); GFP+ MAC1+ double positive, %; measured here: differentiation confirmed by MAC1 staining
* marks the source's active call; other numbers are inactive results. Unless noted, no stated cut-off is given here; in the data, active means inhibition above about 50%; inactive means the rest.

Screening Cc1cccc(Cc2nnc(NC(=O)c3cccc(S(=O)(=O)N4CCOCC4)c3)s2)c1 returned P. falciparum M1AAP 16%, XIAP displacement 2.4%, PMI inhibitors 12%, TNAP activation fold 1.1, PMI inhibition 3%, Myeloid diff MLP inactive, M17LAP inhibition 0%, LYP phosphatase -3% and Myeloid diff MLP GFP+ MAC1+ % 0.9.
O=C(N/N=C\c1ccc(Sc2ccccn2)o1)c1cccc(F)c1 was read as P. falciparum M1AAP 9%, XIAP displacement -0.2%, ER stress rescue -1.4%, PMI inhibitors 9%, TNAP activation fold 1, PMI inhibition 5%, Myeloid diff MLP inactive, M17LAP inhibition -2%, LYP phosphatase -5% and Myeloid diff MLP GFP+ MAC1+ % 1.1.
`CS(=O)(=O)N1CCCC(C(=O)NCc2ccccn2)C1` (stereo not drawn) gave P. falciparum M1AAP -4%, XIAP displacement -3.5%, ER stress rescue 3.6%, PMI inhibitors 12%, TNAP activation fold 1.1, PMI inhibition 15%, Myeloid diff MLP inactive, M17LAP inhibition -1%, LYP phosphatase -9% and Myeloid diff MLP GFP+ MAC1+ % 9.4.
Screening Cc1ccc(C(=O)CSc2n[nH]c(C)n2)cc1 returned P. falciparum M1AAP 0%, XIAP displacement -0.7%, ER stress rescue -0.2%, PMI inhibitors 48%, TNAP activation fold 1, PMI inhibition -1%, Myeloid diff MLP inactive, M17LAP inhibition 46%, LYP phosphatase -11% and Myeloid diff MLP GFP+ MAC1+ % 3.5.
For C/C(CC(=O)Nc1cccc(C(F)(F)F)c1)=N\NC(=O)C(=O)NCC(C)C the results were P. falciparum M1AAP 2%, XIAP displacement 2.3%, ER stress rescue 1.4%, PMI inhibitors -13%, TNAP activation fold 1.2, PMI inhibition -4%, Myeloid diff MLP inactive, M17LAP inhibition 2%, LYP phosphatase -2% and Myeloid diff MLP GFP+ MAC1+ % 0.1.
For COc1ccc(CCNC(=O)CSc2nc3c(c(=O)n(C)c(=O)n3C)n2C(C)C)cc1OC the results were P. falciparum M1AAP -9%, XIAP displacement -0.6%, ER stress rescue -0.9%, PMI inhibitors 5%, TNAP activation fold 1.1, PMI inhibition 10%, Myeloid diff MLP inactive, M17LAP inhibition 4%, LYP phosphatase 1% and Myeloid diff MLP GFP+ MAC1+ % 9.4.
For CCOc1ccccc1C(=O)NC(CO)C(=O)O (stereo not drawn) the results were P. falciparum M1AAP 0%, XIAP displacement -6.0%, ER stress rescue 0.1%, PMI inhibitors 8%, TNAP activation fold 1, PMI inhibition 9%, Myeloid diff MLP inactive, M17LAP inhibition -6%, LYP phosphatase -5% and Myeloid diff MLP GFP+ MAC1+ % 0.6.
COc1ccccc1NC(=O)COC(=O)[C@@H]1CCCN1C(=O)c1cccs1 was read as P. falciparum M1AAP 7%, XIAP displacement -21%, ER stress rescue -3.3%, PMI inhibitors 8%, TNAP activation fold 1.1, PMI inhibition -3%, Myeloid diff MLP inactive, M17LAP inhibition -8%, LYP phosphatase -7% and Myeloid diff MLP GFP+ MAC1+ % 0.6.
CCCc1cc(=O)[nH]c(SCC(=O)Nc2cc(C)on2)n1 was read as P. falciparum M1AAP 2%, XIAP displacement -12%, ER stress rescue -1.3%, PMI inhibitors -2%, TNAP activation fold 1.1, PMI inhibition -8%, Myeloid diff MLP inactive, M17LAP inhibition 3%, LYP phosphatase -6% and Myeloid diff MLP GFP+ MAC1+ % 0.8.
`CCOC(=O)c1ccccc1NC(=O)CSc1ncc(C(=O)OCC)c(N)n1` gave P. falciparum M1AAP 5%, XIAP displacement -7.7%, ER stress rescue -0.6%, PMI inhibitors 8%, TNAP activation fold 1, PMI inhibition 4%, Myeloid diff MLP inactive, M17LAP inhibition 5%, LYP phosphatase -4% and Myeloid diff MLP GFP+ MAC1+ % 1.0.
O=c1c2nnn(Cc3ccccc3)c2ncn1-c1ccccc1 was read as P. falciparum M1AAP -4%, XIAP displacement -11%, ER stress rescue -3.2%, PMI inhibitors 15%, TNAP activation fold 1.1, PMI inhibition 10%, Myeloid diff MLP inactive, M17LAP inhibition -4%, LYP phosphatase -8% and Myeloid diff MLP GFP+ MAC1+ % 0.5.
`COc1ccc(CNC(=O)N2CCN(c3ccc(F)cc3)CC2)cc1Cl` gave P. falciparum M1AAP -4%, XIAP displacement -1.1%, ER stress rescue 0.8%, PMI inhibitors 1%, TNAP activation fold 1.2, PMI inhibition 4%, Myeloid diff MLP inactive, M17LAP inhibition -3%, LYP phosphatase -2% and Myeloid diff MLP GFP+ MAC1+ % 0.8.
Screening Cc1ccc(NC(=S)Nc2cccc3cnccc23)cc1C returned P. falciparum M1AAP 5%, XIAP displacement -9.2%, ER stress rescue -1.3%, PMI inhibitors 0%, TNAP activation fold 1, PMI inhibition -35%, Myeloid diff MLP inactive, M17LAP inhibition 17%, LYP phosphatase -6% and Myeloid diff MLP GFP+ MAC1+ % 1.9.
Nc1sc2c(c1C(=O)NCCc1ccccc1)CCC2 was read as P. falciparum M1AAP 6%, XIAP displacement 9.7%, ER stress rescue 4.3%, PMI inhibitors 0%, TNAP activation fold 1.5, PMI inhibition 7%, Myeloid diff MLP inactive, M17LAP inhibition 18%, LYP phosphatase 0% and Myeloid diff MLP GFP+ MAC1+ % 0.9.
Screening Cc1ccc(C(=O)C(=S)N2CCOCC2)cc1 returned P. falciparum M1AAP 15%, XIAP displacement -0.8%, ER stress rescue -0.7%, PMI inhibitors -2%, TNAP activation fold 1.2, PMI inhibition 1%, Myeloid diff MLP inactive, M17LAP inhibition 4%, LYP phosphatase -11% and Myeloid diff MLP GFP+ MAC1+ % 0.7.

Reprinted from the part before: two entries; new compounds follow.
Nc1sc2c(c1C(=O)NCCc1ccccc1)CCC2 was read as P. falciparum M1AAP 6%, XIAP displacement 9.7%, ER stress rescue 4.3%, PMI inhibitors 0%, TNAP activation fold 1.5, PMI inhibition 7%, Myeloid diff MLP inactive, M17LAP inhibition 18%, LYP phosphatase 0% and Myeloid diff MLP GFP+ MAC1+ % 0.9.
Screening Cc1ccc(C(=O)C(=S)N2CCOCC2)cc1 returned P. falciparum M1AAP 15%, XIAP displacement -0.8%, ER stress rescue -0.7%, PMI inhibitors -2%, TNAP activation fold 1.2, PMI inhibition 1%, Myeloid diff MLP inactive, M17LAP inhibition 4%, LYP phosphatase -11% and Myeloid diff MLP GFP+ MAC1+ % 0.7.
Screening Cc1ccc(-c2cnc(N)n2C)cc1C returned P. falciparum M1AAP 5%, XIAP displacement 4.1%, ER stress rescue -2.7%, PMI inhibitors 8%, TNAP activation fold 1, PMI inhibition 18%, Myeloid diff MLP inactive, M17LAP inhibition -9%, LYP phosphatase 0% and Myeloid diff MLP GFP+ MAC1+ % 0.5.
For NC(=O)NCc1ccccc1F the results were P. falciparum M1AAP 9%, XIAP displacement -3.0%, ER stress rescue 0.4%, PMI inhibitors 4%, TNAP activation fold 1, PMI inhibition -2%, Myeloid diff MLP inconclusive, M17LAP inhibition 2% and LYP phosphatase -5%.
`Cc1ccc(CNC(=O)CCc2nc(-c3cccs3)no2)cc1` gave P. falciparum M1AAP 1%, XIAP displacement -6.2%, ER stress rescue 1.8%, PMI inhibitors 2%, TNAP activation fold 1.1, PMI inhibition 6%, Myeloid diff MLP inactive, M17LAP inhibition 4%, LYP phosphatase -8% and Myeloid diff MLP GFP+ MAC1+ % 2.2.
For NS(=O)(=O)c1cc(C(=O)OCC(=O)NC2CC2)ccc1Cl the results were P. falciparum M1AAP -1%, XIAP displacement -3.2%, ER stress rescue -0.6%, PMI inhibitors -3%, TNAP activation fold 1.1, PMI inhibition -3%, Myeloid diff MLP inactive, M17LAP inhibition 6%, LYP phosphatase -4% and Myeloid diff MLP GFP+ MAC1+ % 0.8.
Screening COC(=O)c1cc(OC)c(OC)cc1NC(=O)c1ccco1 returned P. falciparum M1AAP 10%, XIAP displacement -4.7%, ER stress rescue -1.1%, PMI inhibitors -4%, TNAP activation fold 1.1, PMI inhibition 3%, Myeloid diff MLP inactive, M17LAP inhibition -9%, LYP phosphatase 3% and Myeloid diff MLP GFP+ MAC1+ % 0.8.
For O=C(NNc1ccccc1F)c1ccccc1 the results were P. falciparum M1AAP 3%, Myeloid diff MLP inactive, M17LAP inhibition 1%, LYP phosphatase -1% and Myeloid diff MLP GFP+ MAC1+ % 0.6.
O=[N+]([O-])c1ccc(N/N=C/c2ccc(OCc3cccc4ccccc34)cc2)nc1 was read as P. falciparum M1AAP 5%, XIAP displacement -10%, ER stress rescue -1.8%, PMI inhibitors -31%, TNAP activation fold 1, PMI inhibition -36%, Myeloid diff MLP inactive, M17LAP inhibition 8%, LYP phosphatase 2% and Myeloid diff MLP GFP+ MAC1+ % 0.4.
Screening Cc1ccc(CC2CC(=O)N(c3nc4ccccc4n3C)C2=O)cc1 (stereo not drawn) returned P. falciparum M1AAP -9%, XIAP displacement -0.8%, ER stress rescue -0.5%, PMI inhibitors 3%, TNAP activation fold 1, PMI inhibition -2%, Myeloid diff MLP inactive, M17LAP inhibition 4%, LYP phosphatase -3% and Myeloid diff MLP GFP+ MAC1+ % 1.2.
Screening CC(C)N(C(=S)Nc1cccnc1)c1ccccc1 returned P. falciparum M1AAP 12%, Myeloid diff MLP inactive, M17LAP inhibition 8%, LYP phosphatase 0% and Myeloid diff MLP GFP+ MAC1+ % 0.2.
`COC(=O)/C(=C\C(=O)c1ccc([N+](=O)[O-])cc1)Nc1ccc(OC)cc1` gave P. falciparum M1AAP 16%, Myeloid diff MLP inactive, M17LAP inhibition 8%, LYP phosphatase 3% and Myeloid diff MLP GFP+ MAC1+ % 0.4.
`CCc1cccc(OCC(=O)Nc2ccc(S(=O)(=O)Nc3onc(C)c3C)cc2)c1` gave P. falciparum M1AAP 9%, XIAP displacement -4.1%, ER stress rescue 0.9%, PMI inhibitors -9%, TNAP activation fold 1.1, PMI inhibition 0%, Myeloid diff MLP inactive, M17LAP inhibition -64%, LYP phosphatase 6% and Myeloid diff MLP GFP+ MAC1+ % 1.6.
For CCc1nc2ccccc2n1CCC(=O)O the results were P. falciparum M1AAP -4%, XIAP displacement -3.7%, ER stress rescue -2.6%, PMI inhibitors -23%, TNAP activation fold 1.1, PMI inhibition -23%, Myeloid diff MLP inactive, M17LAP inhibition 5%, LYP phosphatase -2% and Myeloid diff MLP GFP+ MAC1+ % 2.3.
For COc1ccccc1Sc1ccccc1/C=N/NC(N)=O the results were P. falciparum M1AAP 7%, XIAP displacement -2.7%, ER stress rescue -0.2%, PMI inhibitors 2%, TNAP activation fold 1.1, PMI inhibition -3%, Myeloid diff MLP inactive, M17LAP inhibition -4%, LYP phosphatase -4% and Myeloid diff MLP GFP+ MAC1+ % 0.3.
